Screening results as filed in PubChem BioAssay.
PV pol inh: poliovirus RNA polymerase inhibition; 0.66% of 150,000 active; P03300; AID 588519; poliovirus polymerase elongation, fluorescence polarization; hits give low values; % elongation, % (compound at 16.7 µg/mL); in the data active = % elongation below about 90%; note: some results filed as inactive read as strong as hits
Target sequence (P03300 1749-2209 limits assumed): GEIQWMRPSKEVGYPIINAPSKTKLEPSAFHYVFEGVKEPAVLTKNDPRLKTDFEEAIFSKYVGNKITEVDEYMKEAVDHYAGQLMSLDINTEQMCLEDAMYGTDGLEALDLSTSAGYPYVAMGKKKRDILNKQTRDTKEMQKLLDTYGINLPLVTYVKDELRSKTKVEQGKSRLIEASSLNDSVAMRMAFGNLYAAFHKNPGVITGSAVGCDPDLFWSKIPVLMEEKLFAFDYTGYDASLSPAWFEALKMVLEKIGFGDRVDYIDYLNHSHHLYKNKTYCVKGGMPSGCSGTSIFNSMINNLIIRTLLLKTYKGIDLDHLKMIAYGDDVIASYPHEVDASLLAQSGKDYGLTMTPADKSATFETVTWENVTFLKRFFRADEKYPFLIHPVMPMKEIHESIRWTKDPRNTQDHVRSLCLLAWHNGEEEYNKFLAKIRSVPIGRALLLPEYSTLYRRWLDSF
PV pol inh FP z-score: also measured in PV pol inh; calls as there; z-score; measured here: FP z-score; hits read low
* = called active by the depositor.

| SMILES | PV pol inh | PV pol inh FP z-score |
| --- | --- | --- |
| O=c1c(Cc2ccc(Br)cc2)csc2ccccc12 | 102 | -0.2 |
| CN(C1CCCCC1)S(=O)(=O)c1ccc(-n2cccn2)cc1 | 97 | -0.7 |
| O=C(COc1ccc(F)cc1)NC1CC(=O)N(c2ccc3c(c2)OCCO3)C1 (centres undefined) | 110 | 0.7 |
| CCCCCCCc1c(COC)[nH]c(=S)[nH]c1=O | 102 | 0.1 |
| Brc1ccc(/C=N/n2cnnc2SCc2ccccc2)cc1 | 102 | 0.1 |
| CCC(=O)Nc1ccc(C(=O)O)cc1NC(=O)CC | 102 | 0 |
| O=C(OC1CCOC1=O)c1cn(-c2ccccc2)nc1-c1ccccc1 (centres undefined) | 99 | -0.5 |
| CCCc1nnc(NC(=O)C(CC)Sc2nc(N)cc(=O)[nH]2)s1 (centres undefined) | 102 | 0 |
| Cc1cccc(NC(=S)N2CCCCC2C(N)=O)c1 (centres undefined) | 97 | -1 |
| Cc1cccc(N2C(=O)C(CC(=O)Nc3ccccc3)N(C3CCCCC3)C2=O)c1 (centres undefined) | 103 | -0.2 |
| CCC(=N\Nc1nc2ccccc2[nH]1)/C(CC)=N/Nc1nc2ccccc2[nH]1 | 113 | 1.3 |
| O=C1CCCc2nc(N3CCCCC3)sc21 | 102 | 0.2 |
| COCCn1c(=O)[nH]c2cc(C(=O)OC)ccc2c1=O | 102 | 0.3 |
| Cn1c(C(=O)N2COCC2(C)C)cc2c(=O)n3ccccc3nc21 | 103 | 0.6 |
| COC(=O)c1ccc(OCC2c3cc(OC)c(OC)cc3CCN2C(=O)c2ccc(Br)o2)cc1 (centres undefined) | 99 | -0.7 |
| CCOC(=O)c1noc(C)c1-c1csc(COc2cc(Cl)cc(Cl)c2)n1 | 99 | -1.1 |
| CCc1ccc(NC(=O)c2cccc3c2SCCC3=O)cc1 | 103 | -0.4 |
| Cc1cccc(N2CCN(c3c4c(nc5nncn35)CCC4)CC2)c1C | 110 | 0.3 |
| COC(=O)c1ccc2c(c1)N(CC(=O)Nc1cccc(Cl)c1C)C(=O)c1ccccc1S2 | 107 | 0.1 |
| O=C1c2ccccc2C(=O)C1(c1ccccc1)N1CCN(CCO)CC1 | 100 | -0.1 |
| COc1ccc(-c2cc(=O)[nH]c(=S)[nH]2)cc1 | 101 | 0 |
| CC(NC(=O)c1ccco1)C(=O)O (centres undefined) | 100 | -0.1 |
| C/C=C(\C)C(=O)OC1c2c(ccc3ccc(=O)oc23)OC(C)(C)C1OC(C)=O (centres undefined) | 102 | 0.1 |
| c1cncc(-c2nc(-c3ccc4ccccc4c3)cs2)c1 | 104 | 1.3 |
| COc1cc(OC)c(NC(=O)C(C)n2c(=O)cc(-c3ccccc3)c3c(C)nn(C)c32)cc1Cl (centres undefined) | 104 | -0.5 |
| Cc1ccc(NC(=O)CCc2ccc(C)o2)c(Br)c1 | 103 | 0.6 |
| O=C(O)C=Cc1ccc(O)c(O)c1 | 101 | 0.2 |
| Cc1c(C(=O)Nc2ccccc2N2CCN(C)CC2)sc2nc3n(c(=O)c12)CCCCC3 | 102 | 0.4 |
| CCOC(=O)c1ccc(NC(=O)CSc2ccc(-c3ccccn3)nn2)cc1 | 104 | -0.2 |
| COC(=O)c1ccc(S(=O)(=O)N(C2CCCCC2)C2CCCCC2)n1C | 100 | -0.6 |

| SMILES | PV pol inh | PV pol inh FP z-score |
| --- | --- | --- |
| CCOC1=NC(C(F)(F)F)(C(F)(F)F)N=C(N2CCOCC2)O1 | 101 | 0.4 |
| Cc1c(OC(=O)c2ccco2)ccc2c3c(c(=O)oc12)CCC3 | 103 | 0.3 |
| CC1CCc2c(nc3ncnn3c2NCCC2CCCN2C)C1 (centres undefined) | 104 | 0.1 |
| CCOC(=O)C(CC)n1nnc2sc(-c3ccccc3)cc2c1=O (centres undefined) | 121 | 2.2 |
| COC(=O)c1c(C)nn(-c2ccccn2)c1-c1cc(C)on1 | 100 | -0.3 |
| Cc1nc2cc(C(=O)OCC(=O)NC3CCS(=O)(=O)C3)ccc2n1-c1ccccc1 (centres undefined) | 98 | -0.6 |
| Cc1cc(F)ccc1NC(=O)Cn1nc(N2CCN(c3ccccc3)CC2)ccc1=O | 104 | -0.7 |
| Cc1cccc(N(C)C(=O)c2ccc3c(=O)n4c(nc3c2)CCCCC4)c1 | 103 | 0.2 |
| O=C(c1ccccc1C(=O)N1CCOCC1)N1CCOCC1 | 98 | -0.6 |
| Cc1ccc(NC(=O)N2CCc3cc(S(=O)(=O)N4CCC(C)CC4)ccc32)cc1F | 110 | -0.1 |
| O=C1CCCN1C(c1ccc(Br)cc1)N1CCCC1=O | 103 | -0.2 |
| O=C(CSc1ncn[nH]1)c1ccco1 | 101 | 0 |
| COc1ccc(/C=N/NC(=O)CN2CCSCC2)c(OC)c1 | 99 | -0.2 |
| CCN(c1ccccc1)c1nnc(NC(=O)Nc2ccc(Br)cc2)s1 | 111 | 0.8 |
| CCOc1ccc(C2C(=O)N(C3CCCCCC3)CC(=O)N2Cc2ccccc2)cc1OC (centres undefined) | 108 | -0.1 |
| COc1ccc(CNS(=O)(=O)c2cnc(N)nc2)cc1 | 114 | 1.5 |
| COC(Cn1c(SCC(=O)Nc2cc(Cl)cc(Cl)c2)nnc1-c1ccccc1)OC | 105 | 0.2 |
| CS(=O)(=O)N1CCN(C(=S)NC2CCCCC2)CC1 | 100 | -0.4 |
| CC(C)c1ccc(NC(=O)CN2C(=O)CCc3cc(S(=O)(=O)N4CCOCC4)ccc32)cc1 | 107 | 0.2 |
| CN(C)c1nc(-c2ccc(OC(F)F)cc2OC(F)F)cs1 | 111 | 1.2 |
| O=C(Nc1ccc2nc(SCC(=O)N3CCCc4ccccc43)sc2c1)c1ccccc1 | 105 | -0.5 |
| COc1cc(NC(=O)CCc2c(C)nc3c(c(C)nn3-c3ccccc3)c2C)cc(OC)c1OC | 109 | 0.4 |
| N#Cc1c(N)sc2c1CCCC2 | 96 | -1.3 |
| CN1C=C(C(F)(F)F)C=CC1=C1C(=O)c2ccccc2C1=O | 103 | 0.2 |
| C/C(=N\NC(=O)c1cccnc1)c1ccc(-n2ccnc2)cc1 | 104 | 0 |
| COc1ccccc1NC(=O)CSc1nc(-c2ccc(C(C)(C)C)cc2)c(C#N)c(=O)[nH]1 | 104 | -0.5 |
| O=C(Cn1cc(SCc2cccc(F)c2)c2ccccc21)N1CCCC1 | 114 | -0.1 |
| C/C=N/Nc1nc(C)cc(C)n1 | 106 | 0.4 |
| CC/C(O)=C(\C#N)c1nnc2n1CCCCC2 | 104 | 0.3 |
| CN(C)c1ccc(P(=O)(C2CCCC2=O)C2CCCC2=O)cc1 (centres undefined) | 102 | 0.1 |

Single values from the entries so far.
Result of CCN(c1ccccc1)c1nnc(NC(=O)Nc2ccc(Br)cc2)s1 under PV pol inh: 111
Result of Cc1cccc(N(C)C(=O)c2ccc3c(=O)n4c(nc3c2)CCCCC4)c1 under PV pol inh FP z-score: 0.2

Complete entries as entered above:
`CN(C)c1ccc(P(=O)(C2CCCC2=O)C2CCCC2=O)cc1` (centres undefined) as listed: PV pol inh = 102; PV pol inh FP z-score = 0.1
`Cc1cccc(N(C)C(=O)c2ccc3c(=O)n4c(nc3c2)CCCCC4)c1` as listed: PV pol inh = 103; PV pol inh FP z-score = 0.2
`Cc1ccc(NC(=O)N2CCc3cc(S(=O)(=O)N4CCC(C)CC4)ccc32)cc1F` as listed: PV pol inh = 110; PV pol inh FP z-score = -0.1

Of the compounds above, four have a Cl atom:
| SMILES | PV pol inh | PV pol inh FP z-score |
| --- | --- | --- |
| CCOC(=O)c1noc(C)c1-c1csc(COc2cc(Cl)cc(Cl)c2)n1 | 99 | -1.1 |
| COC(=O)c1ccc2c(c1)N(CC(=O)Nc1cccc(Cl)c1C)C(=O)c1ccccc1S2 | 107 | 0.1 |
| COc1cc(OC)c(NC(=O)C(C)n2c(=O)cc(-c3ccccc3)c3c(C)nn(C)c32)cc1Cl (centres undefined) | 104 | -0.5 |
| COC(Cn1c(SCC(=O)Nc2cc(Cl)cc(Cl)c2)nnc1-c1ccccc1)OC | 105 | 0.2 |

Other structures follow.
| SMILES | PV pol inh | PV pol inh FP z-score |
| --- | --- | --- |
| COc1ccccc1S(=O)(=O)N(C)Cc1ccccc1 | 102 | -0.1 |
| N#Cc1cccnc1Oc1ccccc1 | 113 | 1.2 |
| COc1ccc(NC(=O)C2CC(c3cccc(OC)c3)=NO2)cc1 (centres undefined) | 103 | 0.6 |
| c1csc(-c2cc(N3CCCCC3)c3ccccc3n2)c1 | 110 | 1.1 |
| Cc1ccccc1N1C(=O)CS/C1=C(/C#N)C(=O)N1CCCCC1 | 104 | 0.5 |
| O=[P+](c1ccccc1)c1ccccc1 | 101 | -0.2 |
| CCOC(=O)c1c(C)c(C(=O)NCCc2ccc(OC)cc2)c(C)n1CC | 107 | 0.7 |
| O=C(CSc1ccccc1)N1CCN(c2ccc(F)cc2)CC1 | 102 | 0.1 |
| O=C(Nc1c(C(=O)c2ccccc2)oc2ccccc12)c1cccs1 | 105 | 0.9 |
| CC(NC(=O)C(=O)Nc1c2c(nn1-c1ccccc1)CSC2)c1ccccc1 (centres undefined) | 104 | -0.4 |
| CSc1ccc(CCNC(=O)C(C)n2c(C)c3cnn(-c4ccccc4)c(=O)c3c2C)cc1 (centres undefined) | 108 | 0.2 |
| CCc1ccc2[nH]c(=O)c(CN(CCO)C(=S)NCc3ccco3)cc2c1 | 102 | 0 |
| COC(=O)c1cc(NC(=O)c2ccc(N3CC4CC(C3)c3cccc(=O)n3C4)c(N)c2)cc(C(=O)OC)c1 (centres undefined) | 101 | 0.4 |
| CC(C)NC(=O)N1CCCN(c2nc3ccc(Cl)cc3s2)CC1 | 102 | -0.9 |
| CC1Cc2ccccc2N1C(=O)c1cc(Cl)cc(Cl)c1 (centres undefined) | 102 | 0.3 |
| Cc1cccc(C(c2sc3nc(-c4ccco4)nn3c2O)N2CCN(c3ccccc3F)CC2)c1 (centres undefined) | 103 | -0.5 |
| CCC(=O)Nc1ccc(C(=O)COc2cccc(-n3cnnn3)c2)cc1 | 108 | 0.9 |
| C=CCSc1nnc2n(-c3ccc(OC)cc3)c(=O)c3c4c(sc3n12)COC(C(C)C)C4 (centres undefined) | 100 | -0.2 |
| Cc1onc(-c2ccc(Br)cc2)c1C(=O)Nc1ccc(Br)cc1F | 103 | -1 |
| O=C1c2ccccc2-c2nc3ccccc3nc21 | 100 | 0 |
| S=C(CN1CCCC1=S)N1CCOCC1 | 98 | -0.6 |
| CCc1ccc(NC(=O)CSc2nc(C)cc(COC)c2C#N)cc1 | 106 | 0.3 |
| CCOC(=O)c1cnc2sc3c(n2c1=O)CCCC3 | 119 | 2.4 |
| Cc1ccc(C(=O)C(C)OC(=O)c2cc(C)nc3ccccc23)cc1 (centres undefined) | 99 | -0.7 |
| COc1ccc(-c2onc(C)c2C)cc1S(=O)(=O)N1CCN(c2ccc(Cl)cc2)CC1 | 102 | -1 |
| O=C1CCSC(=O)N1CN1CCN(S(=O)(=O)c2ccc(Cl)cc2)CC1 | 104 | 0.2 |
| COc1ccc(CNCCNC(=O)c2cccs2)c(OC)c1OC | 102 | 0.4 |
| C=C1C2CC[C@H]3[C@]4(C)C[C@H](OC5OC(CO)C(OS(=O)(=O)O)C(OS(=O)(=O)O)C5OC(=O)CC(C)C)C[C@@H](C(=O)O)[C@H]4CC[C@]3(C2)[C@H]1O (some centres undefined) | 100 | 0 |
| Cc1cc(C)c2c(CC(=O)Nc3ccc(S(=O)(=O)Nc4nc(C)cc(C)n4)cc3)coc2c1 | 124 | 0.6 |
| COc1ccc2[nH]cc(C(=O)NCCc3ccccc3)c(=O)c2c1 | 101 | -0.4 |

| SMILES | PV pol inh | PV pol inh FP z-score |
| --- | --- | --- |
| O=C1NC(=[N+]2CCCCC2)S/C1=C\c1ccc(-c2ccc(Br)cc2)o1 | 106 | 0.9 |
| CC(C)CNC(=O)C1CC(=O)N(c2ccc(OCC(=O)Nc3ccc(F)cc3)cc2)C1 (centres undefined) | 101 | 0.1 |
| O=[N+]([O-])c1ccc(C(c2sc3nc(-c4ccco4)nn3c2O)N2CCN(Cc3ccccc3)CC2)cc1 (centres undefined) | 110 | 0.7 |
| CCOC(=O)c1cnn(-c2ccccc2)c1NC(=O)C(C)(C)C | 106 | 0.3 |
| N=c1n(CCO)c2ccccc2n1Cc1ccccc1F | 109 | -0.3 |
| Cc1cc(NC(=O)C2CCN(C(=O)OCc3ccccc3)CC2)n(C)n1 | 100 | -0.5 |
| CCC(C)NC(=O)c1cc(-c2ccc(OC)c(OC)c2)no1 (centres undefined) | 101 | -0.2 |
| CCOc1ccc(-n2cc(-c3ccccc3)c3c(Nc4cccc(F)c4)ncnc32)cc1 | 109 | 0.4 |
| COC(=O)c1c(C)n(CCC2=CCCCC2)c2ccc(O)cc12 | 103 | 1.8 |
| CCCc1nc2sc3c(c2c(=O)[nH]1)CCCC3 | 105 | 0.2 |
| COc1ccc(C2NCCc3cc(OC)c(OC)cc32)cc1 (centres undefined) | 105 | 0.2 |
| COc1ccc(Cc2nnc(SCCN3C(=O)c4ccccc4C3=O)n2N)cc1 | 103 | 0.3 |
| Cn1nc(C(=O)NN2CC(=O)NC2=O)c2ccccc2c1=O | 106 | 0.5 |
| O=C1CC(=O)N(Cc2ccco2)C(=O)N1 | 104 | 1.1 |
| Cc1c(NS(=O)(=O)c2ccccc2)cc(C(C)C)c(O)c1S(=O)(=O)c1ccc(Cl)cc1 | 105 | 0.4 |
| CCN1C(=O)c2ccccc2Sc2ccc(NC(=O)COc3ccc(Cl)cc3)cc21 | 110 | 0.6 |
| CCOC(=O)c1c(N2C(=O)C=CC2=O)sc(C)c1-c1ccccc1 | 108 | 0.4 |
| CN(C)S(=O)(=O)c1ccc2nnn(OCC(=O)NCc3ccco3)c2c1 | 103 | 0 |
| CCOC(=O)CNC(=O)Nc1cc(C(=O)NCc2ccccc2OC)ccc1N1CCCC1 | 109 | 0.6 |
| COC(=O)c1c(C)oc(C)c1S(=O)(=O)Nc1c(-c2ccccc2)c(C(F)(F)F)nn1C | 100 | -0.5 |
| CCC(CC)N1CCN(S(=O)(=O)c2ccc(NC(C)=O)cc2)CC1 | 102 | 0.1 |

Some of the compounds tested; count on the stated rates, not on these rows.
